# PI4K2A block: inhibitors of human PI4K2A. hit rate 0.13% among 420,000. activity change, negative = inhibition, % at 76.9 µM. purified PI4K2A, ADP-Glo luminescence, 1 h; active compounds read low. Q9BTU6; in the data active = activity change below about -50%; inconclusive = mostly about -30% to -49%;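 also: -100% = wells without enzyme as full effect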
#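 Compounds are screened against recombinant PI4K2A using PI as substrate and ATP, the latter dispensed at 300 microM. Reactions run one hour at ambient temperature before ADP-Glo detection; full inhibition defined by wells lacking enzyme.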
# ERG-DNA inh: inhibitors of human ERG Ets domain-DNA interaction; P11308; fluorescence polarization, His-ERG Ets domain / labelled DNA; Potency, µM (titrated, usually from 76.9 µM), inactives show top-dose FP activity, negative = inhibition, most hits filed as inhibitors; hit rate 0.028% among 370,000; active = well fitted inhibition curve with a large enough effect in the polarisation, with a control signal flat; inconclusive = small, poorly fitted or top-dose-only effect, or effect the other way, or a change in a side signal; inactive = no such curve, though single readings can be large or run the other way; the % refers to the polarisation;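 also: polarization taken with two DNA probes labelled with fluorescein and Texas red; potency is read from the fitted curve at half-maximal effect; % of control where 0% means no effect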
#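 His-tagged ERG Ets domain (1 uM in the protein solution; 300mM KCl, 50mM Tris-HCl, 1mM EDTA, 1mM DTT, pH 7.5) received compound, then a probe mix of 5 nM fluorescein-DNA and 100nM Texas-615-DNA. Fluorescence polarization was read for both dyes.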
# GLS inh: glutaminase GLS (human) inhibition | Potency, µM (highest dose often 45.5 µM), for inactives: top-dose activity change, negative = inhibition, most hits filed as inhibitors | GLS enzymatic activity, qHTS titration | hit rate 0.21% among 410,000 | O94925; also: potency is read from the fitted curve at half-maximal effect; % is scaled to controls: 0 for no effect and ±100 for the full control effect
#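 Human kidney-isoform GLS in 45 mM KH2PO4 pH 8.2, 0.02% Tween-20, with compound, started with 1mM L-Glutamine (added stock). Glutamate oxidase/HRP/Amplex red coupled fluorescence read at start and after 30 min at RT.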
# HP1b chromo inh: HP1-beta chromodomain-methylated histone interaction inhibition; P83916; AlphaScreen HP1-beta / biotin-H3K9me3 peptide binding; Potency, µM (top dose mostly 114 µM), for the others: top-dose activity change, negative = inhibition, most hits filed as inhibitors; hit rate 0.56% among 390,000; also: potency is read from the fitted curve at half-maximal effect; nearly all actives have a fitted effect of over 70% in size; inactives centre near 23
#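 AlphaScreen: HP1-beta (50 nM) preformed 30 min with biotin-H3(1-18)K9me3 peptide (50 nM) in PBS pH 7.4, 0.01% Tween-20. Compound added for 30 min at RT, then streptavidin donor/nickel chelate acceptor beads (10 ug/mL) for 30 min.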
# RGS4 inh: inhibitors of human regulator of G protein signaling 4; P49798; Transcreener GDP fluorescence polarization, RGS4-accelerated GTP hydrolysis; Potency, µM (doses to about 114 µM), inactives show top-dose activity change, negative = inhibition, hits mostly inhibitors; hit rate 0.039% among 390,000; AID 504845; also: potency is read from the fitted curve at half-maximal effect; % is scaled to controls: 0 for no effect and ±100 for the full control effect; nearly all actives have a fitted effect of over 75% in size; some results filed as inactive show a strong effect at the top dose
#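 MLSMR compounds (23 nl, pin-transferred) preincubated 10 min at room temperature with a 500nM (2x) first reagent, then RGS4 at 900nM (2x) plus Transcreener GDP mix added; fluorescence polarization (620/688 nm) read before and after 90 min at 30 °C.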
# BAZ2B inh: BAZ2B (human) inhibition; AlphaScreen BAZ2B-H3K14Ac peptide displacement; AID 504333; Potency, µM (top dose mostly 114 µM), without a hit: at the highest dose activity change, negative = inhibition, most hits filed as inhibitors; hit rate 4.4% among 360,000; also: potency is read from the fitted curve at half-maximal effect; % is scaled to controls: 0 for no effect and ±100 for the full control effect; nearly all actives have a fitted effect of over 60% in size
#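 BAZ2B 50 nM plus b-H3(5-23)K14Ac 50 nM, PBS pH 7.4/0.01% Tween-20, 30 min RT; compound added (max 110 uM), 30 min RT; streptavidin donor/Ni-chelate acceptor beads 10 ug/mL final, 20 min dark; AlphaScreen read.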
# G9a block: blocks human histone lysine methyltransferase G9a | Q96KQ7 | G9a H3K9 monomethylation, AlphaScreen, 2 h | Potency, µM (highest dose often 102 µM), for the others: top-dose activity, negative = inhibition, hits mostly inhibitors | hit rate 8.8% among 350,000; also: potency is read from the fitted curve at half-maximal effect; % is scaled to controls: 0 for no effect and ±100 for the full control effect; nearly all actives have a fitted effect of over 75% in size
#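 AlphaScreen read-out: biotin-H3K9 peptide (500 nM) methylation by 20 nM enzyme with 20 uM SAM, 2 h at room temperature after 15 min compound preincubation; anti-monomethyl H3K9 antibody plus donor/acceptor beads, 10 min dark.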
# 12-LOX inh: inhibitors of human 12S-lipoxygenase ALOX12; P18054; purified 12hLO, xylenol orange hydroperoxide absorbance; Potency, µM (doses to about 108 µM), inactives show at the top dose activity change, negative = inhibition, actives largely listed as inhibitors; hit rate 1.1% among 580,000; AID 1671190; also: potency is read from the fitted curve at half-maximal effect; % is scaled to controls: 0 for no effect and ±100 for the full control effect
#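 Hydroperoxide product was detected by ferrous iron/xylenol orange as the 573 to 405 nm absorbance ratio. Arachidonic acid at 40 uM (final) was turned over for 30 min at room temperature by 150 nM human 12hLO, pH 7.0 Hepes buffer, after 15 min compound preincubation.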
# JMJD2A Tudor inh: JMJD2A Tudor domain (human) inhibition | O75164 | AlphaScreen JMJD2A-Tudor / H3K4me3 peptide binding | Potency, µM (top dose mostly 114 µM), without a hit: top-dose activity change, negative = inhibition, most hits filed as inhibitors | hit rate 4.4% among 390,000 | AID 504339; also: potency is read from the fitted curve at half-maximal effect; % is scaled to controls: 0 for no effect and ±100 for the full control effect; nearly all actives have a fitted effect of over 50% in size
# * = called active by the depositor; ? = inconclusive; nt = no result given; & = joins results of further samples; [ ] = dose if it differs, or a comment. Unless noted, calls follow the shape of the dose curve; as a rule, active = well fitted curve in the direction sought with a large enough effect; inconclusive = small, poorly fitted or top-dose-only effect, or another doubt; inactive = no such curve, though single readings can be large; an effect the other way counts as inactive or inconclusive.
# Results follow in this order: PI4K2A block, ERG-DNA inh, GLS inh, HP1b chromo inh, RGS4 inh, BAZ2B inh, G9a block, 12-LOX inh, JMJD2A Tudor inh
- COc1ccc(N2CCN(CCNC(=O)C3CC(=O)N(C4CCCC4)C3)CC2)cc1 (stereo unspecified)
 : 1.0, nt, 67.3%[activator], 14.1%, 14.7%, -8.0%, 3.5%[12.7 µM], 16.6%, -14.9%
- COc1ccc(NC(=O)c2ccccc2)c([N+](=O)[O-])c1
 : -1.4, 9.5%, 3.7%, -22.9%, 22.9%, ?, 79.4µM*, -5.8%, -35.7%
- CC(=O)N1CCN(C(=O)c2ccc(Oc3ccccc3)cc2)CC1
 : 0.2, -5.6%, -0.9%, 25.0%, -10.5%, -5.0%, -2.6%[59 µM], -0.8%, -2.7%
- COc1ccc(C(=O)N/N=C(\C)CC(=O)Nc2ccc3c(c2)OCO3)cc1
 : 4.4, -0.4%, -19.1%, 17.4%, 14.9%, -1.9%, nt, 308.2%[activator], ?
- C[C@@H]1NS(=O)(=O)[C@H]2C[C@@H]3C=C[C@]2(O3)[C@H]1OC(=O)c1ccccc1Br
 : 1.7, -2.8%, 5.6%, 24.4%, 12.0%, 6.8%, 10.1%[2.33 µM], -7.3%, -18.0%
- COc1ccc(-n2c(N)cc(=O)nc2SCC(=O)NC2CCCCC2)cc1
 : -3.9, 2.6%, 1.4%, 30.7%, 11.9%, nt, nt, 0.0%, -2.7%
- CCOc1ccc(N(CC(=O)NCc2ccc(F)cc2)C(=O)c2ccco2)cc1
 : -1.0, -8.6%, -2.0%, 42.6%, -17.6%, ?, -5.1%, 1.1%, -13.7%
- CC(Oc1ccc2ccc(=O)oc2c1)C(=O)NCCN1CCOCC1 (stereo unspecified)
 : -2.0, 7.4%, 4.2%, 44.2%[activator], 15.1%, -9.1%, -3.9%, -8.0%, 0.8%
- O=C(N/N=C/c1ccccc1Br)c1cccc(S(=O)(=O)N2CCOCC2)c1
 : -3.7, -0.6%, -5.9%, 36.0%, -26.4%, 4.2%, -13.7%[12.7 µM], 7.7%, -20.1%
- O=C(c1ccc(CS(=O)(=O)c2c(Cl)cccc2Cl)o1)N1CCN(c2ccccc2)CC1
 : 0.7, 8.3%, 20.3%, 10.2%, -9.9%, ?, -47.0%[59 µM], -2.8%, -32.0%
- Cc1cccc(NC(=O)CSc2nsc(SCC(=O)Nc3cccc(C)c3)c2C#N)c1
 : -3.0, 6.6%, -15.9%, 50.1%[activator], 4.2%, ?, -1.1%[59 µM], 6.2%, -12.4%
- CSc1cccc(NC(=O)c2sc3nc4n(c(=O)c3c2C)CCC4)c1
 : -7.1, 11.1%, 1.2%, 20.5%, -1.6%, -26.2%, nt, -2.3%, -19.5%
- COc1ccc(/C=N/Nc2nncc3ccccc23)c(OC)c1
 : -8.1, 4.4%, -4.0%, 21.5%, 11.6%, ?, 15.6%[59 µM], 1.8%, -13.2%
- CCOc1c2ccc(C(=O)NCc3ccc(C(F)(F)F)cc3C(F)(F)F)cc2nn1C
 : 3.0, 3.6%, -10.9%, 40.6%[activator], 1.8%, 5.6%[57.1 µM], 13.1%[2.33 µM], -4.2%, -4.9%
- COc1cc(OC)cc(C(=O)Nc2ccc(S(=O)(=O)Nc3cc(C)nc(C)n3)cc2)c1
 : -6.8, 3.9%, -1.5%, 33.2%, -7.1%, 2.6%, 3.1%[59 µM], -16.2%&0.0%, 1.7%
- Cc1cc(O)cc2c1C1CCC3(C)C(O)CCC3C1C=C2 (stereo unspecified)
 : -1.3, -2.8%, 1.7%, -8.1%, 10.7%, nt, nt, ?, -18.9%
- CCOC(=O)CC(=O)CSc1nc2c(c(-c3cccs3)c1C#N)CCC2
 : -0.1, 15.9%, 8.7%, 70.9%[activator], 11.9%, 6.9%, 70.1%[activator][59 µM], -0.7%, 8.2%
- Cc1cccc(NC(=S)NNc2ncc(C(F)(F)F)cc2Cl)c1
 : 6.8, -6.5%, 27.0%, ?, 9.6%, 8.4%, -11.2%[59 µM], ?, -28.9%
- Cc1nnc(SCC(=O)NCc2cccc(F)c2)c2nn(-c3ccccc3)c(C)c12
 : -2.5, 4.0%, -1.1%, 17.1%, 15.7%, -20.9%, -26.7%[59 µM], -13.5%, -10.7%
- Cc1c(C=N)c(O)n(C)c(=O)c1C#N
 : 1.7, 5.1%, -6.1%, -12.3%, 8.1%, -0.6%, 6.7%, ?, -7.9%
- COc1ccc(CNC(=O)c2nn(C)c3c2CS(=O)(=O)c2ccccc2-3)cc1
 : 4.6&-0.4, 21.9%&-4.7%, -1.2%&-5.3%, 20.3%&-13.5%, ?, -26.4%&-6.5%, 17.2%, -15.5%&4.5%, ?
- Cn1c(=O)n(C)c2cc(/C=N/NC(N)=S)ccc21
 : -1.1, 0.6%, 6.7%, -8.8%, -20.8%, -37.4%, 20µM*, ?, -10.1%[57.1 µM]
- O=C(c1ccccc1F)N1CCN(S(=O)(=O)c2ccc(S(=O)(=O)N3CCCCC3)cc2)CC1
 : 1.6, nt, -2.7%, 29.5%, -7.6%, -0.3%, 23.7%, 16.2%, -16.2%
- Cc1ccc(NC(=O)CN2C(=O)N/C(=C\c3cccnc3)C2=O)cc1
 : -0.3, -1.6%, 3.5%, 46.1%[activator], -3.9%[56.9 µM], -0.3%, 6.5%, -5.8%, -1.3%
- COc1ccccc1CN1C[C@@H]2C[C@@H](c3[nH]c4ccc(C)cc4c3C)N3CCC[C@@]23C1=O
 : -1.8, 7.2%, 6.0%, 24.7%, 8.2%, ?, nt, 0.0%, -30.5%
- CCn1c(SCC(N)=O)nnc1-c1ccc(OC)c(OC)c1
 : 2.1, -3.6%, 4.2%, 8.3%, 21.5%, nt, 10.7%[59 µM], 0.3%, -20.4%
- CC(=O)c1ccc(OC(C)C)c(CSC(=N)N)c1
 : -4.1, -4.3%, -0.5%, 35.1%, 10.5%, -37.0%, -46.4%, -14.3%, -16.2%
- Cc1c(NC(=O)C(C)OC(=O)CCOc2ccccc2)c(=O)n(-c2ccccc2)n1C (stereo unspecified)
 : -5.6, 4.4%, 0.1%, 23.9%, 11.1%, 0.1%, ?, 6.2%, -1.4%
- Cc1cccc(C)c1NC(=O)COC(=O)CCc1ccc(S(=O)(=O)N2CCCCC2)cc1
 : 1.0, -9.5%, -15.9%, 25.8%, -14.7%, 1.2%, -8.7%, 0.1%, 0.0%
- COc1ccc(-c2cc(C(=O)Nc3ccc(S(=O)(=O)Nc4onc(C)c4C)cc3)c3ccccc3n2)cc1
 : 0.0, -15.0%, 13.7%, -12.3%[57 µM], 0.5%, ?, 50.1µM*, 0.0%, ?
- COc1ccc(NC(=O)C2CCCN(S(=O)(=O)c3ccccc3)C2)c(OC)c1 (stereo unspecified)
 : -1.9, 10.5%, -4.8%, 33.2%, 4.3%, -34.1%, 18.3%, 13.5%, -15.1%
- O=C(CN1CCN(c2ccccc2)CC1)NCc1ccc(F)cc1
 : 4.9, -4.7%, 24.1%, 16.0%, -3.1%, 5.3%, 21.4%, ?, -18.1%
- O=C(CN1CCC(NC(=O)Nc2ccccc2)CC1)Nc1cccc([N+](=O)[O-])c1
 : 2.0, -3.9%, 0.4%, 20.9%, -6.9%, -3.3%, 19.9%, -5.9%, -20.4%
- O=C(NCc1ccc2c(c1)OCO2)c1nc(S(=O)(=O)Cc2ccccc2)ncc1Cl
 : 1.2, -3.3%, -3.5%, 9.3%[57 µM], ?, -24.7%, 50.1µM*, -3.6%, -23.6%
- CCC(=O)c1cc(-c2nc3ccccc3n2C)n(C)c1
 : 8.6, 1.7%, 12.7%, 18.9%, 6.8%, 1.5%, -4.3%[59 µM], 0.0%, -24.1%
- Cc1cc(OCC(=O)Nc2cc(C(C)(C)C)on2)ccc1[N+](=O)[O-]
 : 4.4, 4.4%, 0.6%, 22.7%, -23.8%, -23.4%, 14.6%, 232.7%[activator], -8.3%
- COC(=O)c1c(-c2c(Cl)cccc2Cl)noc1NC(=O)NN1CCCCC1
 : 2.9, -4.2%, -9.8%, -10.1%, 2.6%, -36.4%, nt, 189.9%[activator], ?
- O=C1/C(=C/c2cccnc2)SC(=S)N1CC1CCCO1 (stereo unspecified)
 : 5.2, 47.6%[activator], 6.6%, -16.1%, -18.0%, -35.2%, -20.1%, -7.6%, -35.4%
- Cc1cccc(CN2CCN(CC(=O)NCc3cccs3)C2=O)c1
 : -0.1, -14.7%, -20.6%, 51.8%[activator], 2.3%, -3.4%, -0.7%, 0.0%, -12.3%
- CCN(C(=O)COC(=O)c1cccnc1Nc1ccccc1F)C1CCS(=O)(=O)C1 (stereo unspecified)
 : -7.6, -1.4%, -3.4%, 17.8%, -19.4%, 3.8%, 24.1%[59 µM], -1.2%, -6.1%
- Cc1sc(NC(=O)/C=C/c2ccco2)c(C(=O)O)c1C
 : -2.8, 0.2%, 4.0%, 8.7%, -31.7%, ?, 44.7µM*, 0.0%, -6.0%
- COc1ccc(S(=O)(=O)N2CCN(C(=O)CC3CC4CCC3C4)CC2)cc1 (stereo unspecified)
 : -25.2, 3.7%, -0.6%, 21.0%, 26.0%, -3.1%, 8.2%[12.7 µM], ?, 4.1%
- CCc1ccccc1N1C(=O)N(Cc2cc(=O)n3ccccc3n2)c2ccccc2S1(=O)=O
 : -0.7, 0.4%, 3.3%, 51.9%[activator], 7.7%, -1.0%, 2.8%[59 µM], -25.0%, -12.7%

# These rows are one share of the data; count on the stated rates, not on these rows.
